14-3-3g Raf – alters human 14-3-3 gamma binding to Raf peptide; P61981; FP, 14-3-3gamma / TMR-pS259-Raf peptide binding; inhibition, % at 40 µM; 160,000 compounds, 0.19% hits; AID 422; in the data active = inhibition above about 30%;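 note: 0% = protein plus tracer without compound and 100% = blank with tracer alone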
Target sequence (P61981 whole entry, looked up): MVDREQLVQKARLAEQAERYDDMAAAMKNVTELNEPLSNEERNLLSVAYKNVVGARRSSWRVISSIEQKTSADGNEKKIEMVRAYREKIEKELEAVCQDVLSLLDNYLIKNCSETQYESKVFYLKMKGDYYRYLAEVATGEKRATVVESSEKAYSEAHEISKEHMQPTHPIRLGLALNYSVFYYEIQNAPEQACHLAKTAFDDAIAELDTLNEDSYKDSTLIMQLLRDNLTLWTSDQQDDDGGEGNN
Active calls of the source: *; & = joins results of further samples. An excerpt (hit frequency here may not be typical).

SMILES	14-3-3g Raf
COc1cc(OC)cc(C(=O)N2CCN(C(=O)c3cccc(F)c3)CC2)c1	1
CCOc1cccc2cc(C(N)=O)c(=Nc3ccccc3F)oc12	-5
O=C1C2CC=CCC2C(=O)N1c1ccc(NCc2cccc(Cl)c2)c([N+](=O)[O-])c1 (stereo not given)	-5
CCOc1ccc(C=Cc2nc(=O)c3ccccc3o2)cc1	5
COc1ccc(NC(=O)CSc2nccn2-c2ccccc2)cc1	1
CC(O)C(NCCC(=O)c1ccc(F)cc1)C(=O)O (stereo not given)	-4
O=C(CSc1cn(Cc2ccccc2Cl)c2ccccc12)Nc1nccs1	-7
COc1ccc2c(CC(=O)N3CCN(S(=O)(=O)c4cccs4)CC3)coc2c1	1
CC(C)(C)c1n[nH]c(=S)n(N)c1=O	0
O=C(NCc1ccccc1)c1cccc(OCC(=O)N2CCN(C(=O)c3ccco3)CC2)c1	-6
O=C(Nc1nccs1)c1cccc(Oc2ccc([N+](=O)[O-])cc2)c1	-8
CCOC(=O)C1=C(c2ccccc2)NC(=S)NC1CC (stereo not given)	2
COC(=O)c1c(NC(=O)c2cc([N+](=O)[O-])ccc2Cl)sc(C)c1C	-3
CCC(CC)c1nc2cc(OC)c(OC)cc2c(=O)o1	7
Cc1ccc(CNC(=O)CSCc2ccccc2C)cc1	-3
O=C1CC(c2ccc(Br)cc2)c2c(ccc3ccccc23)N1 (stereo not given)	-1
O=C1c2ccc(-c3nc4ccccc4c(=O)o3)cc2C(=O)N1CC1CCCO1 (stereo not given)	-5
Cn1c(=NC(=O)c2cc(=O)c3ccccc3o2)sc2c3ccccc3ccc21	-3
O=C(Nc1cccc(Cl)c1)C1=NN(c2ccccc2)C(=O)CC1	-4
COc1ccc(Cn2c(SCc3cc(=O)n4cc(Cl)ccc4n3)nc3ccc(N4CCOCC4)cc3c2=O)cc1	-6
Cc1ccc(Nc2nnc(-c3cc4ccccc4oc3=O)s2)cc1	-7
O=C(Nc1cccc(Cl)c1)c1ccc(CN(c2ccccn2)S(=O)(=O)c2ccccc2)cc1	0
CCn1c(=NC(=O)c2ccc(S(=O)(=O)N3CC(C)OC(C)C3)cc2)sc2ccccc21 (stereo not given)	-9
CCOC(=O)Cn1c(=O)oc2cc(S(=O)(=O)NCc3cccs3)ccc21	-11
CCCCNC(=O)C1CCC(CNc2nc(=S)[nH]c3ccccc23)CC1 (stereo not given)	0
CC(C)CCNC(=O)c1cn(CC(C)C)c(=O)c2c1c1ccccc1n2C	-9
CCCOc1ccc(N2C(=O)CC(NCc3ccncc3)C2=O)cc1 (stereo not given)	-7
CC(C)OC(=O)CSc1nnnn1-c1ccc2c(c1)OCCO2	-4
Cc1cccc2c(C(=O)Nc3ccccc3)cc(-c3ccc(Br)cc3)nc12	-22
CC(C)(C)C1CCc2c(sc(NC(=O)C34CC5CC(CC(C5)C3)C4)c2C#N)C1 (stereo not given)	-7
COCCN1C=C(C(=O)OC)C(c2sccc2C)C(C(=O)OC)=C1	3
Cc1cc(C)n(-c2nc3ccccc3nc2Nc2ccc3c(c2)OCO3)n1	-20
COc1ccc(S(=O)(=O)c2cc(NS(=O)(=O)c3ccccc3)cc(C)c2O)cc1	-13
COc1ccc(CCNC(=O)C2(C)CCC(=O)N2Cc2ccc(C)cc2)cc1OC (stereo not given)	-13
CC(=O)Nc1ccc(Nc2ncnc3ccc(Br)cc23)cc1	-8
O=C(O)CNCC1COc2ccccc2O1 (stereo not given)	2

Some of these compounds in order of their number in 14-3-3g Raf, high to low:
molecule	14-3-3g Raf
COCCN1C=C(C(=O)OC)C(c2sccc2C)C(C(=O)OC)=C1	3
CCCCNC(=O)C1CCC(CNc2nc(=S)[nH]c3ccccc23)CC1 (stereo not given)	0
CC(C)OC(=O)CSc1nnnn1-c1ccc2c(c1)OCCO2	-4
CC(C)(C)C1CCc2c(sc(NC(=O)C34CC5CC(CC(C5)C3)C4)c2C#N)C1 (stereo not given)	-7
CC(=O)Nc1ccc(Nc2ncnc3ccc(Br)cc23)cc1	-8
COc1ccc(S(=O)(=O)c2cc(NS(=O)(=O)c3ccccc3)cc(C)c2O)cc1	-13
Cc1cc(C)n(-c2nc3ccccc3nc2Nc2ccc3c(c2)OCO3)n1	-20

More compounds:
SMILES	14-3-3g Raf
O=C(CCNS(=O)(=O)c1cccs1)N1CCCCCC1	-1&-6
COc1ccc(C2CC(=O)C=C(Nc3ccc(OC)cc3OC)C2)cc1 (stereo not given)	-7
O=C1c2cccc3c(N4CCCCC4)ccc(c23)C(=O)N1c1ccc(Cl)cc1	-5
CC(C)Nc1c([N+](=O)[O-])c(=O)oc2ccccc12	-4
CC(c1ccccc1)C(Cc1nc2ccccc2[nH]1)c1nc2ccccc2[nH]1 (stereo not given)	-5
Cc1ccc(C)c(S(=O)(=O)Nc2ccc3oc4c(c3c2)CC(C)CC4)c1 (stereo not given)	-12
O=C1C2CCCN2C(=S)N1C1CCCCC1 (stereo not given)	1
COc1cc(C2NC(=O)NC(C)=C2C(=O)OCC(F)(F)F)cc(OC)c1OC (stereo not given)	-5
O=C(CNCc1ccccc1Cl)CSc1nc2[nH]ncc2c(=O)n1-c1cccc(C(F)(F)F)c1	-5
O=C(CN1C(=O)c2ccccc2C1=O)Nc1nccs1	4
Cc1ccc(CCN2CC(C(=O)NCc3cccnc3)CC2=O)cc1 (stereo not given)	-1&-2
COc1ccc(N2CCN(C(=O)CN=C3NS(=O)(=O)C(c4ccc(C)cc4)=C3C)CC2)cc1	6
COC(=O)C(=O)C(SC(=Nc1ccccc1)Nc1ccccc1)c1ccccc1 (stereo not given)	1
Cn1nc(-c2ccc(N3CCCCC3)c(NS(=O)(=O)c3ccccc3)c2)c2ccccc2c1=O	-20
CC(C(=O)N1c2ccc(F)cc2CCC1C)N1C(=O)c2ccccc2C1=O (stereo not given)	-5&-8
CCCOC(=O)C1=C(C)NC2=C(C(=O)CC(c3ccccc3)C2)C1c1ccc2c(c1)OCO2 (stereo not given)	7
COc1ccc(C(=O)Nc2ccc(S(=O)(=O)Nc3onc(C)c3C)cc2)cc1	-4
COC(=O)C1CCN(C(=O)c2sc3ccccc3c2Cl)CC1	-7
Cc1ccc(O)c(NC(=O)c2cc(-c3ccc4c(c3)OCO4)on2)c1	-13
CC(=O)Nc1ccccc1C(=O)N1CC2(C)CC1CC(C)(C)C2 (stereo not given)	3
CCOC(=O)Cn1c(=O)oc2cc(S(=O)(=O)NCCc3ccc(OCC)c(OCC)c3)ccc21	-9
COc1ccc(N2CC34C=CC(O3)C(C(=O)OCc3ccccc3)C4C2=O)cc1 (stereo not given)	-8
Cc1c(C#N)c(N)nc(SCC(=O)c2ccc(Cl)cc2)c1C#N	-5
Cc1nnc(SCC(=O)N2c3ccccc3CCc3ccccc32)s1	-4
O=C(CNC(=O)c1ccco1)OCc1ccc(Cl)cc1	1
CCSc1nnc2c(n1)OC(c1cccnc1)N(C(C)=O)c1ccccc1-2 (stereo not given)	-12
COc1ccc(-c2cc(-c3ccc(C)cc3)nc(N3CCN(C)CC3)n2)cc1	-8
OCC1OC(Nc2ccc(Br)cc2)C(O)C(O)C1O (stereo not given)	-7
COC(=O)c1ccccc1N1C(=O)C2C3C=CC(CC3)C2C1=O (stereo not given)	-3
Cc1nc2sc(C(c3cccs3)N3CCC(C(N)=O)CC3)c(O)n2n1 (stereo not given)	-2
COc1cc2c3c(c1)-c1c(sn(-c4ccc(C)c(C)c4)c1=S)C(C)(C)N3C(=O)C2=O	-8
CC1=C(C(=O)OCc2ccccc2)C(c2ccc(Cl)cc2)N2C(=O)C(C)SC2=N1 (stereo not given)	-11
CCN1C(=O)CC(Sc2ccccc2N)C1=O (stereo not given)	1
CCn1nc(C)c(C2NC(=O)c3ccccc3N2)c1C (stereo not given)	7
CC(C)(C)Cc1nnc(NS(C)(=O)=O)s1	0
CCCc1cc2c(-c3ccccc3)cc(=O)oc2cc1OCc1cc(C(=O)OC)oc1C	5
CC(CN1CCCC1)OC(=O)c1ccccc1Cl (stereo not given)	4
O=C(Cn1cnc2ccccc2c1=O)NCCC(=O)N1CCCCC1	0
CCOc1ccccc1CNc1sc2c(c1C(=O)Nc1ccc(OC)cc1)CCC2	-152
COCCn1c(CN2CCN(c3ccccc3F)CC2)nc2c1c(=O)n(C)c(=O)n2C	7
CCN(CCCNC(=O)c1ccc2c(c1)NC(=O)c1ccccc1N2)c1cccc(C)c1	-1
Cc1cccn2c(Nc3ccc4c(c3)OCCO4)c(-c3ccc(Cl)cc3)nc12	1
CC(NC(=O)CC1Nc2ccccc2NC1=O)c1ccccc1 (stereo not given)	-10
CC1=C(C(=O)Nc2cccc(C(F)(F)F)c2)C(c2ccc3c(c2)OCO3)C2=C(CCCC2=O)N1 (stereo not given)	1
Cc1ccc(C2=NN(C(=O)CCC(=O)O)C(c3cc4cc5c(cc4nc3Cl)OCO5)C2)cc1 (stereo not given)	-13
CCOC(=O)c1cnc2ccccc2c1Nc1cccc(C(=O)OC)c1	-15
CCOC(=O)N1CCN(CC(O)c2ccc3cc[nH]c3c2)CC1 (stereo not given)	-5
CCCN1Cc2cccc(C(=O)Nc3ccc4c(c3)OCCO4)c2C1=O	-3

Four of the compounds above, bar-delimited.
Molecule | 14-3-3g Raf
CCN(CCCNC(=O)c1ccc2c(c1)NC(=O)c1ccccc1N2)c1cccc(C)c1 | -1
Cc1cccn2c(Nc3ccc4c(c3)OCCO4)c(-c3ccc(Cl)cc3)nc12 | 1
CC(NC(=O)CC1Nc2ccccc2NC1=O)c1ccccc1 (stereo not given) | -10
CC1=C(C(=O)Nc2cccc(C(F)(F)F)c2)C(c2ccc3c(c2)OCO3)C2=C(CCCC2=O)N1 (stereo not given) | 1

Following part.
SMILES	14-3-3g Raf
CN(C)c1ccc(C2CC(c3c(-c4ccccc4)c4cc(Cl)ccc4[nH]c3=O)=NN2C(=O)c2cccs2)cc1 (stereo not given)	-35
O=C1CC(c2cccc(Br)c2)n2ncnc2N1 (stereo not given)	-5
CCOC(=O)c1c(NC(=O)C(C)(C)C)sc(C(=O)Nc2cccc(Cl)c2C)c1C	-3
CCN(CC)S(=O)(=O)c1ccc(C(=O)N=C(c2ccccc2)c2ccccc2)cc1	1
CC1CCCCC1NC(=O)CSc1nnc(CN2CCOCC2)n1C (stereo not given)	1
CCOC(=O)CN(Cc1ccc(Cl)cc1)S(=O)(=O)c1cccc(Cl)c1	1
COC(=O)c1c(C(=O)OC)c2cc(C)ccn2c1Cl	3
c1ccc(-c2oc3ncnc(N4CCOCC4)c3c2-c2ccccc2)cc1	-3
CCCOc1ccccc1C1CC(=O)Nc2cc3c(cc21)OCCO3 (stereo not given)	-1
COc1ccc2cc(S(=O)(=O)N3CCCCC3)ccc2c1S(=O)(=O)N1CCCCC1	-2
Cc1cc(-c2csc(Nc3ccc(C(=O)O)c(O)c3)n2)ccc1F	1
CCN1C(=O)c2cccc3c(S(=O)(=O)N(CCO)CCO)ccc1c23	-11
Cc1cc([N+](=O)[O-])nn1C(=O)c1nn(C)cc1Br	-5
COCCOC(=O)C1=C(C)N=C2SCCC(=O)N2C1/C=C/c1ccccc1 (stereo not given)	-1
COC(=O)C(NC(=O)c1cccc(Cl)c1)C12CC3CC(CC(C3)C1)C2 (stereo not given)	0
C=CCn1c2ccccc2c2nnc(SCN3C(=O)c4ccccc4C3=O)nc21	-13
Cc1oc(C)c2c(=O)ccc3c(c12)OC(N)=C(C#N)C3c1ccccc1Cl (stereo not given)	-25
O=C(Oc1ccc(NS(=O)(=O)c2ccc3ccccc3c2)cc1Cl)c1ccccc1	-11
CC1CCN(CCN2CCn3c2nc2ccccc23)CC1	2
CN(C)CCCN1C(=O)C(=O)/C(=C(/O)c2ccncc2)C1c1cccnc1 (stereo not given)	-1
COc1ccccc1-n1c(SCC(N)=O)nnc1-c1ccc(S(=O)(=O)N2CCCCC2)cc1	0
CCn1cc(C(=O)NCCCN2CC(C)CC(C)C2)c(=O)c2cc(S(=O)(=O)N(C)C)ccc21 (stereo not given)	-7
COc1ccc(-n2nc(C(=O)NCC(=O)Nc3ccccn3)c3ccccc3c2=O)cc1Cl	-16
CCOc1ccc(NC(=O)CCN2CCN(c3ccccc3OC)CC2)cc1	-1
CCCCCSc1nnc(-c2ccccc2N)c(=O)[nH]1	-6
O=c1c2c(nc3n1CCCCC3)sc1c(O)cccc12	-4&-8
CS(=O)(=O)N1CCN(S(=O)(=O)c2ccc([N+](=O)[O-])cc2)CC1	0
O=C1CC(c2ccc(Cl)cc2)c2c(ccc3ccccc23)N1 (stereo not given)	-4
O=C(c1cc(-c2ccco2)on1)N1CCc2ccccc2C1	-37
O=C(O)c1ncn(Cc2ccccc2)c1C(=O)O	1
COc1ccc(S(=O)(=O)Nc2ccc(C(=O)O)cc2)cc1	1
CCCS(=O)(=O)N1CCN(C(=O)c2ccncc2)CC1	-5
OCCNCc1ccc(OC2CCCC2)cc1	1
CCSc1sc(CC)cc1C1C(C(=O)Nc2cccnc2)=C(C)NC2=C1C(=O)CC(C)(C)C2 (stereo not given)	3
O=C(O)c1cc(S(=O)(=O)N2CCCCC2)ccc1F	-3
Cc1cc(C)c2c(N)c(C(=O)Nc3ccc([N+](=O)[O-])cc3)sc2n1	-1
CCCCn1c(SCC(=O)N2CCN(c3ccccc3)CC2)nc2ccsc2c1=O	5&7
CC1=CC(C)(C)Nc2ccc(OC(=O)c3ccccc3Cl)cc21	5
O=C(CN1CCOc2ccccc21)NC1CC1	0
CC(=O)c1cccc(NC(=O)NCc2cccs2)c1	5
Cc1ccc(C)c(Oc2coc3cc(OC(=O)c4ccco4)ccc3c2=O)c1	-10
O=C(NCc1ccco1)C1CCC(Cn2c(SCc3ccccc3F)nc3ccccc3c2=O)CC1 (stereo not given)	-11
CCOC(=O)C1=C(CC)Nc2ccccc2N=C1NC(=O)c1cccc(S(=O)(=O)N2CCCC2)c1	-10
CN=C1NS(=O)(=O)c2ccccc21	4

Assay outcomes from PubChem BioAssay.
